Screening data from PubChem.
SUMO1-SIM PPI: modulators of SUMO1 protein-protein interactions, primary screen, biochemical, uHTS; inhibition, % at 20 µM; SUMO1 binding to a labelled peptide, TR-FRET, 1 h; actives 0.33% (n = 360,000); in the data active means inhibition above about 37%
Target sequence (P63165 whole entry, looked up): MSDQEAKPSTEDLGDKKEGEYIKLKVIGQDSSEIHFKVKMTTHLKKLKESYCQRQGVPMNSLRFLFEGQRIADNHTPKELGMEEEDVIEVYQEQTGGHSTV
CSN deneddyl inh: inhibitors of CSN-mediated cullin deneddylation, primary screen, biochemical, fluorescence polarization, uHTS; COP9 signalosome complex subunit 5 (Homo sapiens), Q92905; Purified CSN, SCF-Nedd8-OG deneddylation; inhibition, % at 12.5 µM; actives 0.38% (n = 360,000);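 active means pattern-corrected inhibition above about 35%, with an unprinted fluorescence ratio check between 0.5 and 1.5, limit read from the data, passing the limit was not always enough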;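 further: 0% = enzyme with substrate and 100% = substrate without enzyme; some results filed as inactive read as strong as hits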
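assay system = purified human Csn5 enzyme expressed in HEK293T cells | amount = 0.24 nM enzyme | buffer or medium = Tris/NaCl/DTT buffer, pH 7.5 | reagent = 10 nM SCFSkp2-Nedd8OG | compound = one concentration, 12.5 µM, 0.25% DMSO | times = 90 min reaction at room temperature | signal = FP | read-out basis = % inhibition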
PABP1 MLLE inh: inhibitors of PABP1 MLLE–PAM2 peptide binding, primary screen, biochemical, fluorescence polarization, FITC-PAM2, GST-MLLE. inhibition, % at 20 µM. AID 588489, 2011. actives 0.36% (n = 360,000); in the data active means inhibition above about 35%, passing the limit was not always enough;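 further: plate controls were DMSO wells with GST-MLLE for no effect and wells lacking GST-MLLE protein for full effect; some results filed as inactive read as strong as hits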
Rpn11 inh: Rpn11 (PSMD14) deubiquitinase inhibitors, primary screen, biochemical, fluorescence polarization, uHTS | human 26S proteasome, Ub4-pepOG fluorescence polarization; 20S core pre-blocked with epoxomicin | calls only at 20 µM | actives 0.59% (n = 360,000);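 active means inhibition at 20 µM, scaled to each plate's controls, above about 33%, limit read from the data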
TbMetRS inhib: T. brucei MetRS inhibitors, primary screen, biochemical, luminescence; purified T. brucei MetRS, ATP depletion, Kinase-Glo luminescence; methionyl-tRNA synthetase (Trypanosoma brucei brucei); inhibition, % at 11.9 µM; actives 0.4% (n = 360,000);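 active means inhibition above a per-plate cutoff of the control wells' mean inhibition plus 3 SD, cut at about 5.5% in these data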;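 further: 0% = DMSO wells median and 100% = median of wells with control inhibitor compound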
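System: purified T. brucei MetRS enzyme / Detection: Kinase-Glo luciferase luminescence reporting remaining unconsumed ATP / Medium: HEPES buffer with MgCl2, KCl, DTT, spermine, BSA, pyrophosphatase / Replication: singlicate, one well per compound / Evaluation: percent inhibition relative to median high and low control wells / Schedule: 2 h aminoacylation at 25 °C after 15 min preincubation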
LMPTP block: LMPTP phosphatase inhibitors, primary screen, biochemical, fluorescence intensity, uHTS; actives 0.22% (n = 360,000); inhibition, % at 20 µM; recombinant LMPTP-A, OMFP fluorogenic substrate;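 active means compounds that cut the enzyme signal by at least half of the control window in the single-dose screen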;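 further: plate controls were DMSO wells with enzyme plus substrate for no effect and substrate without enzyme for full effect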
Target sequence (P24666 whole entry, looked up): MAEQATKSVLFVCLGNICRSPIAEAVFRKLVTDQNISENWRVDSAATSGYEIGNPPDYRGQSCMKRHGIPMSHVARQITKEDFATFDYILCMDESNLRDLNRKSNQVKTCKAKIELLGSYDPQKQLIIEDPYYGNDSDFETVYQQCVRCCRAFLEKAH
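Test system: LMPTP-A, protein tyrosine phosphatase of low molecular weight; Input: 0.625 nM enzyme; Incubation: 50 min dark incubation at room temperature; Signal: endpoint fluorescence intensity from OMFP dephosphorylation; Read-out basis: % inhibition versus control wells.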
STEP block: STEP phosphatase inhibitors, primary screen, biochemical, fluorescence intensity, uHTS | Tyrosine-protein phosphatase non-receptor type 5 (Homo sapiens), P54829 | recombinant STEP, OMFP fluorogenic substrate | inhibition, % at 20 µM | actives 0.25% (n = 360,000) | AID 588621, 2011;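 active means inhibition at 20 µM, scaled per plate between control wells, above about 37%, limit read from the data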;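 further: 0% = DMSO with enzyme and substrate and 100% = substrate only without enzyme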
Target sequence (P54829 whole entry, looked up): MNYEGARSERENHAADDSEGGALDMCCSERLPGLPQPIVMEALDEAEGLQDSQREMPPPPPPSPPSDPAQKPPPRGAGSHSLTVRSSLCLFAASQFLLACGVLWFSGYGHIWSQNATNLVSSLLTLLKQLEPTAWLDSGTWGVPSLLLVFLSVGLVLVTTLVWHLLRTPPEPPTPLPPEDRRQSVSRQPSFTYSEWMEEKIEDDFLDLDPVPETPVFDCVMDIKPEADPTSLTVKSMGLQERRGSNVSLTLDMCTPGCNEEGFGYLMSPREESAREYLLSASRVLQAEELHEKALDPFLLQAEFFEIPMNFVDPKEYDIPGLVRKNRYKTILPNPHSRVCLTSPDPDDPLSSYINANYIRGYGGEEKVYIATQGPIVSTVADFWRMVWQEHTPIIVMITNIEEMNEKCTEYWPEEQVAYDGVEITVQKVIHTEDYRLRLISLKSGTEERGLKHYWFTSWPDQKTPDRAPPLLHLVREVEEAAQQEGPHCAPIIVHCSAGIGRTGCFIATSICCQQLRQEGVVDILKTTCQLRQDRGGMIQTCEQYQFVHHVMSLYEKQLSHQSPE
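medium = Bis-Tris buffer pH 6.0, 2.5 mM DTT, 0.005% Tween 20 | test system = STEP (striatal-enriched tyrosine phosphatase) enzyme, cell-free | measure = normalized % inhibition | compound dosing = 20 µM, 1% DMSO | also added = 25 µM OMFP | schedule = reaction 20 min, ambient temperature | measured by = fluorescence read at 480 nm ex / 540 nm em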
Scp-1 inhibitor: Scp-1 phosphatase inhibitors, primary screen, biochemical, colorimetric, uHTS; Recombinant Scp1, phosphopeptide, malachite green phosphate absorbance; inhibition, % at 20 µM; actives 0.88% (n = 340,000);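 active means inhibition above about 50% at 20 µM, limit read from the data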;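 further: plate controls were DMSO wells with enzyme for no effect and wells lacking enzyme for full effect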
Target sequence (Q9GZU7 76-261 limits assumed): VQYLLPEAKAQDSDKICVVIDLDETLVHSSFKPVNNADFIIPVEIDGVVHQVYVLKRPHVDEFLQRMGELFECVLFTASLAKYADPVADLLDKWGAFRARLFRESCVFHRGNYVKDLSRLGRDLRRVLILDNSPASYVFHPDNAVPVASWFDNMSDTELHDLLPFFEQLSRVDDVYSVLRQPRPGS
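Assay system: SCP-1 catalytic fragment, aa 76-261 | Buffer or medium: Tris acetate buffer pH 5.5 with MgCl2 and Tween-20 | Compound: One concentration, 20 µM, with 1.0% DMSO | Also added: Phospho 17-mer peptide substrate | Signal: Absorbance at 630 nm | Incubation: 45 min enzyme reaction at room temperature | Measure: % inhibition of SCP-1 phosphate liberation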
NadD inh: inhibitors of S. aureus NadD, primary screen, biochemical, colorimetric, uHTS; Nicotinate-nucleotide adenylyltransferase NadD (Staphylococcus aureus N315); purified NadD enzyme, colorimetric absorbance read-out; inhibition, % at 20 µM; actives 0.78% (n = 360,000); in the data active means inhibition above about 26%; further: some compounds past the cut are filed as inactive
DNMT1 inh: human DNMT1 methyltransferase inhibitors, primary screen, biochemical, molecular beacon, fluorescence, HinP1I cleavage, uHTS; DNA (cytosine-5)-methyltransferase 1 (Homo sapiens), P26358; inhibition (reported as % activation of signal), % at 10 µM; actives 0.83% (n = 360,000); in the data active means inhibition above about 50%
An asterisk follows results filed as active; i = inactive; & = joins results of further samples. No enrichment for hits; 3.6% or so of the library scored in one or more.

No.	smiles	SUMO1-SIM PPI	STEP block	DNMT1 inh	NadD inh	LMPTP block	CSN deneddyl inh	Scp-1 inhibitor	Rpn11 inh	PABP1 MLLE inh	TbMetRS inhib
1	CCOC(=O)c1cc2c(c(CCO)n1)[C@@H](CCO)N(S(=O)C(C)(C)C)C2 (stereo not given in full)	0.7	-1.3	2.1	1.8	-2.2	-7.2	-13.8	i	-1.1	0.4
2	Cc1ccc(C(=O)NCCNC(=O)c2ccccn2)cc1	-0.8	-2.2	0.7	-4.8	-1.2	1.6	-1.2	i	8.0	0.0
3	COc1cc(/C=N/NC(=O)c2ccccn2)cc2c1OCO2	3.6	-0.1	0.2	-3.7	-1.5	0.1	-7.0	i	-9.9	-0.5
4	CCn1ncc2c(OCc3ccc(C#N)cc3)cc(C)nc21	1.7	-1.3	3.5	-5.0	0.6	4.6	-0.3	i	-5.0	-1.4
5	CCc1ccc2[nH]c(=O)c(C(c3nnnn3Cc3ccccc3)N3CCOCC3)cc2c1 (stereo not given)	-18.7	-1.1	-0.4	3.9	0.5	0.9	-13.1	i	-0.4	0.5
6	Cc1ccc(CNC(=O)Cn2cnc3c(NC(=O)OCc4ccccc4)ncnc32)o1	0.9	-1.9	1.0	-1.0	-1.6	-2.1	-3.0	i	-9.3	0.3
7	CC(=O)c1cc(CN2CCN(Cc3ccccc3)C(CCO)C2)cs1 (stereo not given)	3.1	-1.3	-0.7	-0.6	-0.6	-4.0	-2.1	i	0.6	-1.1
8	COC(=O)c1c(NC(=O)c2cccc(N3C(=O)CCC3=O)c2)sc2c1CCN(C(C)=O)C2	-5.5	-1.1	-1.4	1.7	4.4	5.5	-1.8	i	9.2	0.0
9	O=C(CNC(=O)c1ccc(F)cc1)N/N=C/c1cc(Br)ccc1OC(=O)/C=C/c1ccco1	4.5	1.7	35.7	11.1	2.1	10.5	4.5	i	-16.5	0.0
10	CCOC(=O)Cn1c(CN2CCOCC2)nc2c1c(=O)[nH]c(=O)n2C	2.3	-0.2	-1.6	2.2	-1.0	-5.6	-5.8	i	8.9	-0.6
11	CCOC(=O)C1=C(C)N=C2SC(C)C(=O)N2C1c1ccccc1 (stereo not given)	-4.1	0.9	0.1	0.0	-0.5	-2.5	-8.0	i	-149.7	0.3
12	CCn1nnnc1SCC(=O)N1c2ccccc2CCc2ccccc21	6.5	0.3	2.0	-3.9	-0.2	-2.1	-10.4	i	-2.9	-0.2
13	CS(=O)(=O)N1CCN(c2ccccc2NC(=O)CSc2nnc(-c3ccco3)o2)CC1	-1.4	1.7	1.6	-2.8	1.2	-0.6	-8.7	i	-10.0	0.0
14	CCn1c(SCC(=O)Nc2cccc(S(=O)(=O)N(C)c3ccccc3)c2)nnc1C1CC1	2.7	-1.6	-1.0	1.3	0.3	1.5	2.1	i	0.2	-0.4
15	CC(C)CN1CCN(CCCOC(=O)Nc2cccc3ccccc23)CC1C (stereo not given)	-1.7	-1.5	1.3	-3.8	-4.3	1.7	-13.2	i	12.6	-0.2

Values in list order from above.
Compounds 3–14 in CSN deneddyl inh, in turn: 0.1, 4.6, 0.9, -2.1, -4.0, 5.5, 10.5, -5.6, -2.5, -2.1, -0.6, 1.5
Compounds 3–14 in LMPTP block, in turn: -1.5, 0.6, 0.5, -1.6, -0.6, 4.4, 2.1, -1.0, -0.5, -0.2, 1.2, 0.3

The list goes on.
No.	smiles	SUMO1-SIM PPI	STEP block	DNMT1 inh	NadD inh	LMPTP block	CSN deneddyl inh	Scp-1 inhibitor	Rpn11 inh	PABP1 MLLE inh	TbMetRS inhib
16	CCCCNc1c(-c2ccc(OC)c(SC(C)CC)c2)nc2cc(C)ccn12 (stereo not given)	9.9&4.8	1.6	-18.9	-0.3&9.7	13.0&6.0	2.9&1.0	7.9	i	-8.0	1.0&1.1
17	COc1ccccc1CNC(=O)C1CCC(CNS(=O)(=O)c2cccc3cccnc23)CC1 (stereo not given)	-2.8	-1.7	1.5	-1.0	-0.5	7.8	-1.4	i	9.6	-0.4
18	O=C(N=Nc1c(O)[nH]c2ccccc12)c1cccc(S(=O)(=O)Nc2ccccc2Cl)c1	13.4	1.5	-1.3	21.5	-0.6	-4.6	1.0	i	0.8	-0.2
19	O=C1CC(N2CCN(c3ccccc3Cl)CC2)C(=O)N1c1ccc(F)cc1 (stereo not given)	1.3	-8.4	-0.7	-0.6	0.6	1.6	-3.7	i	-4.2	-0.5
20	Cc1c(C)c2c(OCC(=O)NCC(O)c3ccccc3)cc3c(c2oc1=O)CCC(C)(C)O3 (stereo not given)	-0.7	-2.7	2.4	-7.1	1.7	2.5	-4.0	i	7.2	-1.8
21	O=C(COC(=O)CNS(=O)(=O)c1ccc(Cl)cc1)NC1CCCCC1	7.4	1.5	1.5	-5.8	-1.6	2.4	-4.9	i	3.9	-0.5
22	COc1ccc(C2C=C(c3ccc(C)cc3)Nc3ncnn32)cc1 (stereo not given)	-9.5	2.6	-0.2	-3.3	1.9	-4.3	-4.2	i	41.2*	-0.4
23	CC1(C)CC(=O)C(N=Nc2ccc(F)cc2)=C(O)C1	-21.9	2.0	-1.1	-0.1	-0.2	2.1	7.3	i	2.2	-1.0
24	CC(Sc1nnc(-c2ccncc2)n1-c1ccc(F)cc1)C(=O)NC1CC1 (stereo not given)	2.0	-2.8	0.4	4.8	-1.3	4.2	-7.3	i	1.2	-0.2
25	CCCCCCCn1c(=N)n(CC(=O)c2ccco2)c2ccccc21	-3.5	-1.0	7.2	4.0	0.9	8.0	2.6	i	-9.2	0.9
26	O=C(C1CCCCC1)N1CCc2ccccc21	-3.4	3.1	0.3	-5.9	-0.5	4.1	-2.2	i	11.4	0.2
27	Cc1cc(Cl)c(OCCN2C(=O)NC(C)(C)C2=O)c(Br)c1	3.7	-0.9	-0.8	-4.2	-1.6	1.9	-6.8	i	-8.9	-0.3
28	C=CCn1c(SCCNC(C)=O)nc2cc(-c3ccccc3)sc2c1=O	-29.7	-2.4	-4.3	-10.8	1.3	-4.6	-4.8	i	-30.9	-0.2
29	O=C(COC(=O)c1ccc2c(c1Cl)C(=O)c1ccccc1C2=O)NC1CCCCC1	-4.2	-1.2	12.4	5.3	0.2	4.7	12.3	i	-5.2	-0.6
30	COc1ccccc1NC(=O)c1ccccc1-c1ccccc1C(=O)O	0.6	7.3	-1.8	3.0	-0.8	-5.9	-7.2	i	13.1	0.1

(list continues)
No.	smiles	SUMO1-SIM PPI	STEP block	DNMT1 inh	NadD inh	LMPTP block	CSN deneddyl inh	Scp-1 inhibitor	Rpn11 inh	PABP1 MLLE inh	TbMetRS inhib
31	CCn1c(=O)c2c(nc(SCC(=O)NCC3CCCO3)n2C)n(C)c1=O (stereo not given)	2.7	-4.3	-0.8	1.1	-1.4	1.1	-4.0	i	-10.3	-0.9
32	O=C(OCC(=O)N1CCOCC1)c1ccccc1O	5.1	-3.8	0.5	-2.0	-1.3	3.1	-3.0	i	-6.0	-0.6
33	COc1cccc(CNC(=O)c2ccc(Cl)c(NC3=NC4CS(=O)(=O)CC4S3)c2)c1 (stereo not given)	-2.6	2.6	-0.3	3.2	-0.5	-5.9	-11.0	i	-99.7	1.2
34	O=C(Nc1cc([N+](=O)[O-])ccc1N1CCOCC1)c1cccs1	-9.8	1.3	2.4	0.4	-0.4	2.4	-4.7	i	0.0	-0.3
35	COc1ccc(NC(=O)CS(=O)c2ccc(Cl)c(Cl)c2)cc1 (stereo not given)	2.7	-1.1	-1.6	4.1	-0.2	2.3	-4.0	i	4.6	0.9
36	O=C(Cc1ccc2c(c1)OCCO2)Nc1cccc(S(=O)(=O)N2CCOCC2)c1	-4.0	-0.8	6.2	-2.8	-1.3	1.7	-9.7	i	-22.5	0.0
37	CCOc1ccc(C(=O)Nc2c3c(nn2-c2ccc(C)cc2)CS(=O)C3)cc1OCC (stereo not given)	0.6	1.8	-2.2	-0.3	-1.7	3.4	-14.0	i	4.0	-0.3
38	CCOC(=O)c1nn(-c2ccc(C)cc2)c(=O)cc1OCC(=O)Nc1cccc(C)c1	3.0	2.4	-0.5	-0.4	-0.6	2.7	1.0	i	8.2	0.2
39	CCOc1ccc(/C=N/n2c(-c3ccccc3)n[nH]c2=S)cc1	2.5	1.0	1.0	11.6	1.4	-0.3	1.2	i	-47.9	-0.5
40	COC(=O)[C@@]1(Cc2ccccc2)[C@H]2C(=O)N(Cc3ccccc3)C(=O)[C@H]2[C@H]2CN=C(SCc3ccc(C)cc3)N21	6.5	1.0	5.5	7.4	1.1	-3.9	8.2	i	-2.4	-0.2
41	NC(=S)NNC(=O)Nc1cccc(Cl)c1	-2.2	-5.1	3.8	-2.7	-1.3	-15.2	-5.3	i	-110.0	-0.2
42	COc1ccc(CCNC2CC(=O)N(CCc3ccccc3)C2=O)cc1 (stereo not given)	16.0	1.2	7.2	-4.4	-1.4	-0.5	0.5	i	5.6	-0.9
43	Cc1cc(-c2c(C)[nH]n(-c3ccccc3)c2=O)n(-c2ccccc2)n1	1.7	-2.0	2.8	-4.1	-1.3	4.8	0.3	i	2.0	-0.8
44	COc1ccc(CC(=O)OCC(=O)Nc2cccc(Br)c2)cc1	-3.3	-1.9	0.8	-3.8	-0.1	-2.8	2.6	i	-2.9	-1.7
45	Cc1nc2ccc(S(=O)(=O)NCC(=O)O)cc2s1	-1.1	-1.7	3.6	-6.2	-2.4	5.2	-4.5	i	26.5	-1.2
46	Cc1nc(C)c2c(c1C(F)(F)F)-c1ccccc1C2(F)F	1.1	-1.1	1.2	2.0	-0.4	-0.1	-2.0	i	4.0	-0.5
47	O=C(NCC(c1ccc(F)cc1)N1CCOCC1)c1ccc(-c2ccccc2)cc1 (stereo not given)	0.8	0.8	-1.7	-2.0	0.6	-6.9	-1.4	i	13.2	-0.3
48	COc1cc(C)c(C)cc1S(=O)(=O)NC1CC(C)(C)NC(C)(C)C1	2.4	0.4	-2.6	-1.1	-1.0	5.0	-2.0	i	9.2	-0.5
